Source: PubChem BioAssay
PfG6PD inh = PfG6PD (Plasmodium falciparum) enzyme inhibition | inhibition, % at 20 µM | PfGluPho enzyme, NADPH resazurin-diaphorase fluorescence | actives 0.78% (n = 350,000);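 active = inhibition reaching at least a set limit at 20 µM in the primary screen, cut at about 59% in these data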;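 note: 0% = DMSO wells with substrate and 100% = DMSO wells lacking glucose-6-phosphate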
SENP8 inh = blocks human SENP8 cleavage of Nedd8 substrate. Q96LD8. recombinant SENP8, Nedd8 substrate fluorescence. inhibition, % at 20 µM. actives 0.64% (n = 360,000). AID 602440; in the data active = inhibition mostly above about 40%, no sharp cut-off; inactive = mostly below about 27%
SENP6 block = blocks the human protease SENP6. actives 1.8% (n = 330,000). inhibition, % at 10 µM. Recombinant SENP6 catalytic domain, aminoluciferin luminescence;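 active = inhibition above about 50% at the single tested dose, limit read from the data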;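 note: plate controls were DMSO wells with enzyme for no effect and DMSO wells lacking enzyme for full effect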
SENP7 inh = inhibitors of human SENP7 protease | inhibition, % at 5 µM | Q9BQF6 | recombinant SENP7, Z-RLRGG-aminoluciferin luminescence, 40 min | AID 434973 | actives 1.5% (n = 330,000);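 active = inhibition above about 50% at the single test dose, limit read from the data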;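 note: plate controls were DMSO with enzyme for no effect and no enzyme buffer wells for full effect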
HKDC1 inhibitor = inhibitors of human hexokinase HKDC1 | inhibition, % at 20 µM | recombinant HKDC1, G6PDH/diaphorase resazurin coupled fluorescence | Q2TB90 | AID 493160 | actives 0.16% (n = 340,000);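 active = inhibition above about 35% when tested at 20 µM, limit read from the data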;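 note: plate controls were DMSO wells with enzyme for no effect and DMSO wells lacking enzyme for full effect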
Target sequence (Q2TB90 whole entry, looked up): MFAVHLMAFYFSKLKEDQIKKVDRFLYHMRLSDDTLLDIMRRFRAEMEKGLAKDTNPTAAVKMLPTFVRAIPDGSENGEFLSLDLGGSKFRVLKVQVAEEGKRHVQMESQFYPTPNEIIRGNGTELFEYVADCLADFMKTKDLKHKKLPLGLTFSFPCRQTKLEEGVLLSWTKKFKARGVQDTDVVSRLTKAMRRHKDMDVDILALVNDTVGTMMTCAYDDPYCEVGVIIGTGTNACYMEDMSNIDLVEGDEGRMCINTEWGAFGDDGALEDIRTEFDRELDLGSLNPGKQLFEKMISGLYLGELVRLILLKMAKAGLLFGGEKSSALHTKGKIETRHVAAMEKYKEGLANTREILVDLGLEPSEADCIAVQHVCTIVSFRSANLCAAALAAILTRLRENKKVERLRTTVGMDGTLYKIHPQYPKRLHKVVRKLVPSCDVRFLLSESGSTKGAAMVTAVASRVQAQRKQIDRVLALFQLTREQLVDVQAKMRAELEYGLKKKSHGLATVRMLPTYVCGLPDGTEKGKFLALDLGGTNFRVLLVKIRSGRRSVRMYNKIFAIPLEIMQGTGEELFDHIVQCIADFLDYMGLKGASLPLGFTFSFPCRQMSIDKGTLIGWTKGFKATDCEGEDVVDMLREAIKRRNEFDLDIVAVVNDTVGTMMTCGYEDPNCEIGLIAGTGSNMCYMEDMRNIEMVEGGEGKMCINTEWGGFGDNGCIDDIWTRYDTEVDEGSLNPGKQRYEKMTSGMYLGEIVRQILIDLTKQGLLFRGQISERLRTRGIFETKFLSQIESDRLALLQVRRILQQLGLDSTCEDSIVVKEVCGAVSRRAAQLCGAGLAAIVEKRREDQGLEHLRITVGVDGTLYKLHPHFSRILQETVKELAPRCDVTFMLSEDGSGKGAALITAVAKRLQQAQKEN
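test system = in-house recombinant HK5 (HKDC1) enzyme | amount = HKDC1 at 5 µg/mL | control set = DMSO-enzyme wells negative, buffer-substituted wells positive | compound = one dose of 20 µM, 1% DMSO | schedule = reaction time 90 min, room temperature, protected from light | technique = resorufin fluorescence at 613 nm | reagent = glucose with 1 mM ATP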
ATG4B inh = blocks human ATG4B protease cleavage of LC3 substrate. ATG4B cleavage of LC3-PLA2, NBD-HPC fluorescence, 1 h. inhibition, % at 8.33 µM. actives 0.51% (n = 340,000). AID 504462; in the data active = inhibition above about 40%
NR3A LBD binder = modulates the human NR3A ligand-binding domain; NR3A LBD differential scanning fluorimetry, Tm shift; 0% = protein alone, 100% = glycine-bound protein; Tm shift relative to glycine control, % at 25 µM; actives 2.5% (n = 340,000);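 active = melting temperature shift of at least 10% of the positive control shift, at one fixed dose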
MPTP inh = blocks calcium-induced mitochondrial swelling; isolated mouse mitochondria, Ca2+ swelling absorbance, 30 min; inhibition, % at 10 µM; AID 602449; actives 1.4% (n = 360,000);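 active = inhibition of 50% or more, scaled per plate between neutral and stimulator controls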;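 note: 0% = DMSO wells given calcium and 100% = 1 mM EGTA wells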
* = called active by the depositor; / = no result given.

[1] O=C(CCNC(=O)N1CC(=O)Nc2ccccc21)Nc1ccc(Br)cc1F
[2] Cc1sc(NC(=O)CS(=O)(=O)c2ccccc2)c(C(N)=O)c1C
[3] COc1ccc(C(C)=O)cc1CSCCC#N
[4] COc1ccccc1/C=C/C=N/n1c(-c2ccc(Cl)cc2)n[nH]c1=S
[5] Cc1c(NS(=O)(=O)c2ccc3c(c2)c(=O)n(C)c(=O)n3C)c(=O)n(-c2ccccc2)n1C
[6] CCC(=O)c1cn(/C(=C\C(=O)OC(C)(C)C)CCC(OC)OC)cc1CC
[7] C#CCOCCOCCOCCNc1nc(N2CCN(C(=O)[C@H](C)n3cc(CCC(=O)O)nn3)CC2)nc(N2CCN(C(=O)[C@H](C)n3cc(CCC(=O)O)nn3)CC2)n1
[8] CCCN1CCN(C(=O)CCCNC(=O)c2ccc(Cl)cc2)CC1
compound no.	1	2	3	4	5	6	7	8
PfG6PD inh	-10	3	2	19	-3	20	13	-12
SENP8 inh	13	3	18	18	23	21	6	17
SENP6 block	24	-12	6	-16	0	-6	/	-3
SENP7 inh	-6	-9	10	5	0	12	/	1
HKDC1 inhibitor	-4	-2	-9	-8	-7	6	-1	-4
ATG4B inh	7	-2	2	0	-5	-5	2	-2
NR3A LBD binder	-2	2	0	1	1	0	1	1
MPTP inh	-0.2	1.4	0.4	3.4	0.3	-0.9	-1.8	-0.2

[9] CCCCOCP(=O)(CCCC)COCCCC
[10] O=C(Nc1nccs1)c1cccc(S(=O)(=O)N2CCCC2)c1
[11] Cc1ccc(CN2CC(C(=O)N3CCN(c4ccccc4O)CC3)CC2=O)cc1 (stereo not drawn)
[12] O=C(Nc1cccc2cccnc12)c1ccc(Cl)cc1
[13] O=C1c2cc([N+](=O)[O-])ccc2-c2ncccc21
[14] CC(=O)c1ccc(N=Cc2c(O)n(-c3cc(Cl)ccc3N3CCOCC3)c(=O)c3ccccc23)cc1
[15] CC(=O)Nc1ccc(-c2cc3ccccc3o2)cc1
[16] COc1ccc(NC(=O)COC(=O)c2cc(OC)c(OC)cc2NC(=O)c2ccco2)cc1OC
compound no.	9	10	11	12	13	14	15	16
PfG6PD inh	-15	9	7	16	-4	14	-3	-7
SENP8 inh	13	-4	-1	1	8	-40	-253	-80
SENP6 block	-17	-21	-12	-16	-24	5	49	6
SENP7 inh	-4	-15	4	-12	0	-4	51*	-1
HKDC1 inhibitor	-5	-5	3	-3	3	1	1	6
ATG4B inh	-4	4	2	-4	1	-3	-3	-13
NR3A LBD binder	0	2	2	2	-1	0	5	-1
MPTP inh	-1.0	-1.4	0.8	0.1	2.7	1.8	6.0	1.9

[17] C#CCN1C=CC(=O)[C@@H](O)[C@H]1c1ccccc1Br
[18] CC(C)(C)c1ccc(C(=O)NCCCn2ccnc2)cc1
[19] O=C(CN1CCN(S(=O)(=O)c2ccccc2)CC1)NC(=O)NCc1ccco1
[20] CCOC(=O)CCS(=O)(=O)c1nc(-c2ccccc2)cc(C(F)(F)F)n1
[21] COc1ccccc1/C=C/C=N/NC(=O)c1ccncc1
[22] CNS(=O)(=O)c1cccc(C(=O)OCC(=O)Nc2cc(F)ccc2F)c1
[23] COCCn1c(C)cc(C2=NNC(=NC3CC3)SC2)c1C
[24] Cc1cccc(NC(=O)CCc2ccc(C)o2)c1
compound no.	17	18	19	20	21	22	23	24
PfG6PD inh	-18	13	-3	2	-21	5	39	9
SENP8 inh	6	7	9	19	-58	6	5	6
SENP6 block	/	5	-6	11	-26	2	75*	4
SENP7 inh	/	-7	5	5	-12	3	7	-3
HKDC1 inhibitor	-5	-5	-1	6	-5	-6	-5	-4
ATG4B inh	-2	5	-3	-3	-1	-6	-7	-4
NR3A LBD binder	-1	0	-1	1	-18	-2	0	0
MPTP inh	-1.4	0.8	0.0	-0.7	-0.6	-0.5	-1.4	-1.9

[25] O=C(CNC(=O)c1ccccc1F)c1ccccc1
[26] C=C(C)c1ccccc1
[27] COc1ccc(/C(C)=N/NC(=O)c2nnn(-c3nonc3N)c2CN(C)c2ccccc2)cc1
[28] O=c1[nH]c(/C=C/c2ccc([N+](=O)[O-])cc2)c([N+](=O)[O-])c(=O)[nH]1
[29] COC(=O)c1cc(NC(=O)c2ccccc2)c(=O)oc1C/C=N\OCc1ccc(Cl)cc1Cl
[30] O=C(C[C@@H]1C/C=C/CC[C@@H](Cc2ccc(F)cc2)C(=O)O[C@H](c2ccccc2)CNC1=O)NCCO
[31] O=C(Nc1cc(Cl)ccc1N1CCCC1)C1=COCCO1
[32] COc1ccc(OCc2nnc(NC(=O)Nc3ccc(F)cc3)s2)cc1
compound no.	25	26	27	28	29	30	31	32
PfG6PD inh	-1	14	5	-8	-15	10	9	1
SENP8 inh	11	8	-52	17	-75	13	18	8
SENP6 block	54*	-9	9	-29	-2	4	-4	-11
SENP7 inh	51*	4	0	-13	2	-1	2	6
HKDC1 inhibitor	-4	-2	-3	22	-17	-6	-5	-8
ATG4B inh	6	3	1	-3	4	1	1	-16
NR3A LBD binder	-2	3	-14	-3	-4	-1	-1	-3
MPTP inh	0.1	-1.1	0.5	-1.1	-2.6	-1.2	-0.6	74*

Just PfG6PD inh, for some of the entries so far:
No.	Compound	PfG6PD inh
28	O=c1[nH]c(/C=C/c2ccc([N+](=O)[O-])cc2)c([N+](=O)[O-])c(=O)[nH]1	-8
29	COC(=O)c1cc(NC(=O)c2ccccc2)c(=O)oc1C/C=N\OCc1ccc(Cl)cc1Cl	-15
30	O=C(C[C@@H]1C/C=C/CC[C@@H](Cc2ccc(F)cc2)C(=O)O[C@H](c2ccccc2)CNC1=O)NCCO	10
31	O=C(Nc1cc(Cl)ccc1N1CCCC1)C1=COCCO1	9

Following part.
[33] COc1ccc(N2C3=C(CC4=C2CCCC4=O)C(=O)CCC3)cc1
[34] CS(=O)(=O)c1ccc(-n2nnc3ccccc32)c([N+](=O)[O-])c1
[35] Cc1nn(-c2ccc(N3CCOCC3)nn2)c(C)c1CCC(=O)Nc1ccc(F)cc1
[36] CCOC(=O)C(Oc1ccc2c(-c3ccccc3)cc(=O)oc2c1C)c1ccccc1 (stereo not drawn)
[37] COc1cc(CNCCN2CCOCC2)ccc1OCC(=O)NC(C)(C)C
[38] C=CCNc1oc(Cc2cccc3ccccc23)nc1C#N
[39] COC(=O)CCC(=O)OC1(C)C(=O)C=C2C=C(C3CC3)N(CC3CC3)C=C2C1=O (stereo not drawn)
[40] C/C(N)=C(/C#N)C(=O)COC(=O)CSc1ccccc1
compound no.	33	34	35	36	37	38	39	40
PfG6PD inh	97*	6	2	23	-5	-7	53	11
SENP8 inh	-489	21	-14	-9	7	-10	-45	16
SENP6 block	12	2	7	-15	-10	1	12	-4
SENP7 inh	14	5	5	-1	-7	5	8	-9
HKDC1 inhibitor	33	-1	-10	-6	-6	5	12	2
ATG4B inh	-6	-19	-2	6	-1	7	-4	5
NR3A LBD binder	-3	-2	-1	14*	-1	-4	1	-2
MPTP inh	1.3	-1.3	-0.4	1.9	-1.7	-1.2	0.2	-0.6

Single records, from the list above.
Profile of O=C(CN1CCN(S(=O)(=O)c2ccccc2)CC1)NC(=O)NCc1ccco1 = PfG6PD inh = -3; SENP8 inh = 9; SENP6 block = -6; SENP7 inh = 5; HKDC1 inhibitor = -1; ATG4B inh = -3; NR3A LBD binder = -1; MPTP inh = 0.0
Profile of CCC(=O)c1cn(/C(=C\C(=O)OC(C)(C)C)CCC(OC)OC)cc1CC = PfG6PD inh = 20; SENP8 inh = 21; SENP6 block = -6; SENP7 inh = 12; HKDC1 inhibitor = 6; ATG4B inh = -5; NR3A LBD binder = 0; MPTP inh = -0.9
Profile of C=CCNc1oc(Cc2cccc3ccccc23)nc1C#N = PfG6PD inh = -7; SENP8 inh = -10; SENP6 block = 1; SENP7 inh = 5; HKDC1 inhibitor = 5; ATG4B inh = 7; NR3A LBD binder = -4; MPTP inh = -1.2

The list continues.
[41] Cc1cc2cc(CCNC(=O)c3cccc([N+](=O)[O-])c3)c(=O)[nH]c2cc1C
[42] CCC(=O)Nc1cc(ON=C(C)C)cc([N+](=O)[O-])c1
[43] CCCCC(C)Sc1nc2c([nH]1)c(=S)n(C)c(=O)n2C (stereo not drawn)
[44] O=C(CCn1c(=O)c2ccccc2n(Cc2cc(=O)n3ccccc3n2)c1=O)NCc1ccco1
[45] COc1ccccc1N1CC(C(=O)Nc2cc(C(F)(F)F)ccc2N2CCCC2)CC1=O (stereo not drawn)
[46] CCC(C)NC(=O)CSc1nc2cc3c(cc2c(=O)n1Cc1ccco1)OCO3 (stereo not drawn)
[47] Cc1cc(C)c(S(=O)(=O)N2CCCC2=O)c(C)c1
[48] COc1cccc(OC)c1OCCOCCn1cnc2ccccc2c1=O
compound no.	41	42	43	44	45	46	47	48
PfG6PD inh	9	4	-13	-9	-1	-13	30	-6
SENP8 inh	4	29	-11	-156	4	4	3	7
SENP6 block	18	/	/	-4	-2	/	9	-15
SENP7 inh	-3	/	/	-3	-2	/	-9	-10
HKDC1 inhibitor	40*	-9	-7	-11	-3	-4	-9	-10
ATG4B inh	-14	10	-2	9	-4	2	-5	-4
NR3A LBD binder	-7	-2	-3	-3	-2	-2	-1	1
MPTP inh	-2.6	1.8	2.0	-0.7	-3.6	-0.4	-0.5	-1.2

[49] Cc1ccc(N(C(=O)c2ccc(CN3CCOCC3)o2)C(C(=O)NCCC(C)C)c2cccs2)c(C)c1 (stereo not drawn)
[50] COCC(=O)N[C@@H]1c2ccccc2CC[C@@H]1OCc1ccccc1
[51] COc1ccc(/C=N/Nc2nc(Nc3ccccc3)nc(N3CCCC3)n2)cc1[N+](=O)[O-]
[52] O=C(NC(=S)Nc1ccc2[nH]c(=O)[nH]c2c1)c1cncc(Br)c1
[53] CCOc1ccc(NC(=O)CN(C)C(=O)c2cccnc2SC)cc1OCC
[54] CN(C)CCCN(C(=O)c1cc(-c2cccs2)nc2ccccc12)c1nc2ccc(F)cc2s1
[55] CCN(CCNS(=O)(=O)c1ccc2c(c1)oc(=O)n2C)c1ccccc1
[56] N/C(=N\OC(=O)COc1ccc(Br)cc1Cl)c1ccncc1
compound no.	49	50	51	52	53	54	55	56
PfG6PD inh	-4	17	-8	7	-5	-2	12	2
SENP8 inh	9	14	10	10	10	-176	7	15
SENP6 block	-51	/	13	5	-15	0	-16	/
SENP7 inh	-1	-2	-4	5	1	5	-7	/
HKDC1 inhibitor	0	0	3	-4	-7	-1	-5	1
ATG4B inh	-2	0	4	-4	3	0	-7	-3
NR3A LBD binder	0	-3	26*	0	-1	4	-1	0
MPTP inh	0.0	-0.7	-0.6	-0.6	-0.2	0.3	-1.1	-0.4

[57] COc1ccc(C[C@](C)(N)C(=O)O)cc1OC
[58] CCOC(=O)C1CCCN(S(=O)(=O)c2ccc(-n3cnnn3)c(C)c2)C1 (stereo not drawn)
[59] O=C(NCc1ccco1)Nc1ccc(Br)cc1
[60] CCc1nnc(NC(=O)CSc2ccc(-c3cccs3)nn2)s1
[61] O=C(COc1ccc([N+](=O)[O-])cc1)NCc1cccnc1
[62] CCCOc1cccc(C2/C(=C(/O)c3ccc(OC)cc3)C(=O)C(=O)N2CCN(C)C)c1 (stereo not drawn)
[63] COc1ccc(C(=O)CSc2nnc(CNC(=O)c3ccccc3)n2C)cc1
[64] c1ccc(NC2=Nc3ccccc3CS2)cc1
[65] CC1CCc2c(sc3nc(SCC(=O)NCc4ccco4)nc(N)c23)C1 (stereo not drawn)
compound no.	57	58	59	60	61	62	63	64	65
PfG6PD inh	29	-16	-9	2	-1	-11	-10	-2	18
SENP8 inh	14	0	10	8	16	-29	-3	31	-156
SENP6 block	3	-4	-14	-11	5	-8	-11	82*	-8
SENP7 inh	1	-4	-5	-7	-4	-3	12	78*	5
HKDC1 inhibitor	-6	-7	-1	-5	-14	-5	-5	-1	-1
ATG4B inh	-2	-6	12	-6	-5	-10	5	2	-6
NR3A LBD binder	-4	-3	-19	-1	1	-3	2	-7	-4
MPTP inh	-4.8	0.9	0.1	-2.4	-0.6	-2.4	0.8	-1.1	1.8
